KLF5 inhibitor: KLF5 expression inhibitors, primary screen, DLD-1 cells, luminescence. inhibition, % at 5 µM. actives 0.23% (n = 290,000). DLD-1 KLF5 promoter-luciferase reporter;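 active means inhibition above a per-plate limit of that plate's mean compound inhibition plus 3 SD, cut at about 60% in these data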;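 further: 0% = DMSO wells and 100% = LY294002 at 200 µM; higher means less KLF5 promoter-driven luciferase light; inactives centre near -14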
HSF1 inh: HSF1 inhibitors in luciferase reporter cells, primary screen, cell-based, NIH3T3, luminescence | NIH3T3-HGL HSE-luciferase, MG132-induced, luminescence 8 h; stronger effect = lower value | activity change, negative = inhibition, % at 7.5 µM (by protocol) | actives 0.77% (n = 300,000) | AID 2098, 2009;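 active means more than half of replicate wells show activity change below -50%, luminescence cut by over half; inconclusive means some wells, but at most half, below -50%; inactive means no replicate well below -50%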;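 further: luciferase reports HSF-1 transcriptional activity via heat shock element; 0% = median of DMSO wells and -100% = zero luminescence signal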
AI-2 QS mod: Vibrio harveyi AI-2 quorum sensing modulators, primary screen, JMH597 strain, luminescence/OD600 ratio; activity change, % at 7.5 µM; Vibrio harveyi JMH597 AI-2 luminescence/OD600 ratio, 9 h; stronger effect = lower value; strain lacks LuxN and CqsS sensors; 0 = neutral-control median; actives 0.4% (n = 300,000); in the data active means activity change below about -75%, passing the limit was not always enough; inconclusive means no clear call, values can overlap the other calls;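 further: luminescence divided by OD600 gain over 9 h not by final OD600 alone; inactives centre near 13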
GSK3 alpha inh: blockers of GSK3A enzyme activity – biochemical, luminescence, cell-free homogeneous, HTS, primary screen | Glycogen synthase kinase-3 alpha (Homo sapiens), P49840 | GSK-3 alpha kinase, ADP-Glo luminescence, 60 min | inhibition, % at 10 µM | actives 0.1% (n = 320,000) | AID 2650, 2010;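 in the data active means inhibition above about 50%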;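 further: GST-tagged GSK-3 alpha with peptide substrate and 25 µM ATP; 0% = DMSO neutral wells and 100% = GW8510 positive control wells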
Target sequence (P49840 whole entry, looked up): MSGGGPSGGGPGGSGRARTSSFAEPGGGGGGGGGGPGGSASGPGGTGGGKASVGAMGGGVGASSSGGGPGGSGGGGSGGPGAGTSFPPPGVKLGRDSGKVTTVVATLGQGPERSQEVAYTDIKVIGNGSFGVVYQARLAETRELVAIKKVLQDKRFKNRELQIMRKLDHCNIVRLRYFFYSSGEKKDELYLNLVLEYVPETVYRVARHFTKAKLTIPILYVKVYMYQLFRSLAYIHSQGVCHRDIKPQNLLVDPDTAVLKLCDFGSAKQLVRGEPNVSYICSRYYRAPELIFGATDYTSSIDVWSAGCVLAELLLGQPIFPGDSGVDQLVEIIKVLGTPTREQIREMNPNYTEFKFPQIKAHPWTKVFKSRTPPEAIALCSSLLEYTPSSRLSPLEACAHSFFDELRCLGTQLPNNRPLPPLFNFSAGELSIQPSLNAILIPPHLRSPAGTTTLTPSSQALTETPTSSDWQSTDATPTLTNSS
PolyA inh: polyadenylation inhibitors in yeast reporter cells, primary screen, luminescence, S. cerevisiae; S. cerevisiae SKY197-pL101 polyadenylation reporter, beta-gal luminescence; efflux-impaired pdr1/pdr3 knockout yeast; score 100 = 6 SD above DMSO; actives 0.02% (n = 300,000); calls only at 12 µM;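 active means lowest replicate activity score at least 50, where 100 means six control SD above control mean; inconclusive means lowest score under 50 but half or more replicates reach 50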;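 further: yeast exposed to compound for 9 h at 30 °C; higher score means more reporter readthrough which indicates perturbed polyadenylation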
HSF1 activator: HSF-1 activators, primary screen, NIH3T3-HGL cells, MG132 stress, luminescence, single point; NIH3T3-HGL HSF-1 luciferase reporter, 8 h; 100% = twice DMSO control signal; activation, % at 9 µM; actives 1.7% (n = 300,000); AID 504408, 2011;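 active means mean replicate activation of at least 50% with a set share of replicates each reaching 50%; inconclusive means only one of those two conditions met; inactive means mean below 50% and too few replicates reaching it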;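 further: 0% = median of the neutral control wells and 100% = twice that signal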
HSP90 refold inh: HSP90 inhibitors, primary screen, cell lysate, luminescence; Heat shock protein HSP 90 (rabbit reticulocyte lysate; luciferase refolding); AID 1789, 2009; inhibition, % at 5.6 µM; actives 0.91% (n = 290,000); Rabbit reticulocyte lysate, luciferase refolding luminescence, 3 h;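 active means inhibition above the screen-wide mean plus 3 SD, computed separately per campaign, cut at about 16% in these data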;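 further: 0% = DMSO wells and 100% = 60 µM geldanamycin wells; inhibitors lower the luminescence because luciferase stays unfolded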
GSK3B inh: human GSK3beta kinase inhibitors, primary screen, biochemical, cell-free homogeneous, HTS | actives 0.038% (n = 300,000) | AID 2097, 2009 | GST-GSK3beta kinase, ADP-Glo luminescence, 60 min; stronger effect = lower value | activity score (negative = inhibition), % at 10 µM | Glycogen synthase kinase-3 beta (Homo sapiens), P49841;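 active means more than half of replicate wells score below -50%, meaning over 50% inhibition versus plate controls; inconclusive means some replicates but at most half score below -50%; inactive means no replicate scores below -50%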;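 further: 0% = median DMSO wells and -100% = median GW8510 positive control wells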
Target sequence (P49841 whole entry, looked up): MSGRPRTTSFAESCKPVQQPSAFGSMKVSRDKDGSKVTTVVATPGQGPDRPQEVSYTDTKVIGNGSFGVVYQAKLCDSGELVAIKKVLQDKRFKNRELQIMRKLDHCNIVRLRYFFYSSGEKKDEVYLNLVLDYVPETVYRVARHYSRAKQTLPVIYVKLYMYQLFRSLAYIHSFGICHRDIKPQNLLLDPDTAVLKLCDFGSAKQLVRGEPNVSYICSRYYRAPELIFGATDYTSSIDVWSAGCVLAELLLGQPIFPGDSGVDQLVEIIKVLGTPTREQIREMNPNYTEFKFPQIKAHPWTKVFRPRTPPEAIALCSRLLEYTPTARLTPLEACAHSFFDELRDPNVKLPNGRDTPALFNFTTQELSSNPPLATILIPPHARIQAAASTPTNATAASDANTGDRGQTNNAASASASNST
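test system = GST-tagged human GSK3beta kinase, cell-free | reagent = 25 µM ATP with peptide substrate | dosing = one dose of 10 µM per compound | schedule = 60 min reaction, RT | detection = luminescent ADP-Glo measurement of ADP formed | control set = DMSO neutral wells and GW8510 at 20 µM as positive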
aSyn 5UTR inh: MLPCN primary screen, SNCA 5' untranslated region; alpha-synuclein 5'UTR reporter, inhibitor activity; inhibition, % (tested at 7.5 µM); actives 0.82% (n = 300,000); AID 1813, 2009; in the data active means inhibition above about 60%; inconclusive means no clear call, values can overlap the other calls;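 further: H4 neuroglioblastoma cells stably carrying SNCA 5'UTR luciferase fusion; 0% = DMSO wells and 100% = positive control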
IEC-6 cytotox: cytotoxicity in IEC-6 intestinal epithelial cells, primary screen, cytotoxicity control for KLF5 inhibitor project, cell-based, luminescence; IEC-6 cytotoxicity, luminescence viability; actives 0.78% (n = 290,000); inhibition, % at 5 µM; in the data active means inhibition above about 22%;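 further: 0% = plate median of test compound wells and 100% = cytotoxic reference compound wells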
Starred values were filed as active, the others as inactive; i = inactive; ? = inconclusive; nt = no result given. An excerpt; the hit share may differ from the screen's.

SMILES	KLF5 inhibitor	HSF1 inh	AI-2 QS mod	GSK3 alpha inh	PolyA inh	HSF1 activator	HSP90 refold inh	GSK3B inh	aSyn 5UTR inh	IEC-6 cytotox
CCOC(=O)N1CCN(C(=O)c2ccccc2NC(=O)c2ccc(C(C)(C)C)cc2)CC1	-40	-1	10	-1	i	1	4	3	-2	0
COc1ccc(C(=O)NCc2nnc(SCC(=O)Nc3cc(C)on3)o2)cc1OC	-24	8	nt	1	i	35	-1	nt	10	-6
CC1=C(C#N)C(c2ccccc2)C2=C(N1)c1ccccc1C2=O (stereo unspecified)	7	-6	16	-1	i	1	1	3	25	6
CC(=O)c1cccc(NC(=O)c2ccc(S(=O)(=O)N3CCCC3)cc2)c1	7	-1	33	-2	i	-3	1	1	16	-3
COc1ccc(OCC(=O)Nc2cccc3cccnc23)cc1	-21	0	24	1	i	8	7	3	-10	3
CC1CCN(C(=O)CSc2nnc(CNC(=O)c3ccc(F)cc3)o2)CC1	-7	-7	24	-2	i	-1	-1	0	5	-2
CCOC(=O)CC1C(=O)NCCN1C(=O)c1ccc(Cl)cc1 (stereo unspecified)	3	-2	3	-3	i	-10	1	0	6	1
Cc1cc(C)cc(N(CC(=O)NC2CC3CCC2C3)S(C)(=O)=O)c1 (stereo unspecified)	8	0	-2	-1	i	11	-2	2	6	-7
Cc1c(O)cc2c(c1O)C(=O)CC(c1ccccc1)O2 (stereo unspecified)	nt	0	9	3	i	-10	nt	-1	-25	nt
O=[N+]([O-])c1ccc(NS(=O)(=O)c2cccc3cccnc23)cc1	-28	-3	25	-1	i	13	-4	2	17	2
Fc1ccc(-c2nc3ccncc3[nH]2)cc1	-49	8	-1	2	i	10	3	0	-56	5
O=C(NCc1ccccc1Cl)C1CCC(=O)N(CCCN2CCCC2=O)C1 (stereo unspecified)	-51	2	20	0	i	7	1	3	-2	-7
Cn1c(SCc2cccc(F)c2)nnc1-c1ccncc1	-11	-2	30	0	i	-3	0	1	-31	4
O=C(O)c1[nH]c2ccccc2c1C(c1cccc(O)c1)c1c(C(=O)O)[nH]c2ccccc12	-32	-4	17	-7	i	-8	-3	8	13	0
CCC(C)NS(=O)(=O)c1ccc(OCC(=O)NCc2ccc3c(c2)OCO3)cc1 (stereo unspecified)	-10	2	34	-8	i	-9	2	1	27	-2
O=C(COc1ncnc2cc(Cl)ccc12)c1ccccc1	-24	7	10	1	i	33	3	1	-62	2
COc1ccc(C(CC(=O)O)NC(=O)c2sc3ccccc3c2Cl)cc1 (stereo unspecified)	-13	0	19	-7	i	16	-2	1	-6	-6
O=C(NCC1CCN(Cc2ccccc2F)CC1)C1CCCN(c2ncnc3c2nc2n3CCCCC2)C1 (stereo unspecified)	-23	0	nt	0	i	-1	-5	2	4	-9
COc1ccc(N2CCN(CC(O)COC(c3ccc(F)cc3)c3ccc(F)cc3)CC2)cc1 (stereo unspecified)	-5	0	8	-4	i	9	-2	-2	19	-4
Cc1[nH]nc(SCC(=O)N(C)c2ccccc2)c1[N+](=O)[O-]	-20	0	16	-1	nt	10	-2	3	2	-3
COC(=O)Cc1n[nH]c(=O)c2ccccc12	-38	?	21	1	i	-44	2	-5	9	-2
COc1cc(NC(=O)Cn2cnc3sc(C)c(S(=O)(=O)N4CCN(C)CC4)c3c2=O)cc(OC)c1OC	-6	-6	11	8	i	-8	0	1	-4	0
Cc1ccc(OCCn2c(Br)nc3c2c(=O)n(C)c(=O)n3C)cc1	-33	7	7	0	i	11	1	-2	2	-3
O=C1Nc2ccccc2N(O)N1c1ccc(S(=O)(=O)N2CCOCC2)cc1	-6	1	2	0	i	-6	1	-7	22	-3
CC(=O)OC(C(=O)NC1CCCCC1)c1ccc(C#N)cc1 (stereo unspecified)	-20	-2	nt	2	i	-8	-3	nt	-19	-3
CCCOc1cccc(/C=N/NC(=O)c2csc(C)c2C)c1	-5	12	-1	-1	i	-15	3	-2	-16	9
O=C1CNC(=S)N1C1CCCCCC1	-25	-8	9	-2	i	-9	0	-2	9	0
COc1cc2c(cc1OC)CN(Cc1cc(=O)oc3c(C)c(C)ccc13)CC2	-12	13	19	-4	i	58*	1	0	-52	2
N/C(COc1ccc(F)cc1)=N\NC(=O)c1cccnc1Oc1ccccc1	-7	2	1	3	i	13	-2	1	-6	-5
CCCCn1c(N)c(N(CC)C(=O)c2cc3c(s2)CCCCC3)c(=O)[nH]c1=O	nt	5	11	5	i	2	nt	-1	1	nt
COc1ccc(/C=N/N2C(=O)CSC2=S)cc1	-46	8	22	-1	i	-7	2	1	5	5
Cc1ccc(S(=O)(=O)N(C)C)cc1NC(=O)CCc1ccccc1	1	-5	22	-1	i	-9	2	1	15	3
CC1(CC(=O)NNC(=O)Nc2ccccc2)OCCCO1	-2	0	7	-1	i	10	-1	0	-7	-5
N#C/C(=C\c1ccc(O)cc1)c1nc2ccccc2o1	-62	21	11	-3	i	30	-1	-2	-120	0
C/C(N)=C(/C#N)C(=O)CSc1nnc(SCc2ccc(Cl)cc2)s1	-34	9	25	0	i	24	-1	2	-24	-2
COc1ccc(OC)c(C2=C[N+](=O)C(C)(C)C(C)(C)N2[O-])c1	-9	5	41	-4	i	2	4	1	14	-5
NC(=O)C1CC(=O)N(c2ccc(OCC(=O)Nc3ccc(Cl)cc3)cc2)C1 (stereo unspecified)	-17	0	33	-1	i	-6	7	2	7	10
Clc1ccc(-c2ccc(CNCC3CCCO3)o2)cc1 (stereo unspecified)	-21	62	33	0	i	79*	1	-1	-67	3
O=C1NC(=Nc2cccnc2)S/C1=C\c1cccc(F)c1	5	6	26	0	i	-2	-1	-1	-17	-5
O=C(c1ccc(CNc2c(N3CCCC3)c(=O)c2=O)cc1)N1CC=C(c2ccccc2)CC1	-1	-10	28	2	i	-8	-6	2	14	-9
Oc1ccc(Nc2nc(-c3cccs3)cs2)cc1	-7	-6	7	-1	i	-2	-1	-3	9	2
C=CCNC(=O)C(=O)N/N=C/c1cccc(Br)c1	0	-7	-29	-2	i	-10	-1	-1	1	0
CC(C)Oc1ccc(C(=O)N2CCCc3ccccc32)cc1	-2	4	-5	-1	i	3	2	-1	-45	1
COCCSc1nnc(NC(=O)C2CC(=O)N(c3ccc(OC)cc3)C2)s1 (stereo unspecified)	-13	-7	-2	0	i	-24	4	0	11	0
O=C(Nc1nnc(SCc2ccc(F)cc2)s1)c1ccc2ncsc2c1	-68	-1	-4	nt	i	-4	7	-8	-100	-2
Cc1ccc(-c2nc3c(c(SCC(=O)N4CCOCC4)n2)Cc2c(CO)cnc(C)c2O3)cc1	4	-24	25	4	i	-46	0	1	-3	-1
c1ccc2c(c1)nc(NCc1ccc3c(c1)OCO3)n2CCN1CCOCC1	-25	1	28	-3	i	-2	0	0	-1	4
CC(=O)Oc1ccccc1/C=C/c1ccc2ccccc2[n+]1C	-49	-6	6	1	nt	-6	1	0	-62	-1
COc1ccc(N2CCN(S(=O)(=O)/C=C/c3ccccc3)CC2)cc1	-14	5	15	-3	i	-11	0	-1	28	2
Cc1ccc(NC(=O)CSc2n[nH]c(-c3ccncc3)n2)c(C)c1	6	-2	16	0	i	19	0	-21	-7	3
COc1ccc(C2C(C(=O)NC(C)C)c3ccccc3C(=O)N2C)cc1OC (stereo unspecified)	-24	-3	11	-1	i	23	2	2	1	0
OCC(Cc1ccccc1)NCc1ccccc1C(F)(F)F (stereo unspecified)	-27	-7	12	-3	i	10	4	1	7	-1
Cn1c(N)c(C(=O)Nc2ccc(-c3ccccc3)cc2)sc1=S	-9	-52*	19	2	i	-63	6	2	-1	6
COc1ccc(-c2csc(NC(=S)NC(=O)c3cccs3)n2)cc1Br	-9	7	30	-4	i	10	6	0	-7	4
COc1cccc(-c2nc(Oc3cccc(C)c3C)c3ccccc3n2)c1O	7	-7	0	0	i	-9	3	4	-27	6
Cc1c(NC(=O)C2CC(c3ccc(F)cc3)=NO2)c(=O)n(-c2ccccc2)n1C (stereo unspecified)	5	-84*	9	-2	i	-88	-5	0	11	1
COc1ccc2c(CC(=O)OCC(=O)NC(=O)c3cccn3C)coc2c1	-30	6	20	-2	i	23	2	3	22	-2
CCOC(=O)C1CCN(C(=O)CSc2cc(=O)n(CC)c3ccccc23)CC1	-10	19	0	-1	i	22	7	-3	-18	6
NC(=O)SCC(=O)Nc1ccccc1C(=O)O	-24	4	21	-4	i	-1	2	3	-5	-6
CC(O)[C@H]1CN=C(N)N1CCCCC1CCCCC1 (stereo partly specified)	nt	-8	32	0	i	-15	nt	-1	-14	nt
(more compounds)
SMILES	KLF5 inhibitor	HSF1 inh	AI-2 QS mod	GSK3 alpha inh	PolyA inh	HSF1 activator	HSP90 refold inh	GSK3B inh	aSyn 5UTR inh	IEC-6 cytotox
COc1ccccc1N1CCN(S(=O)(=O)c2cccc(F)c2)CC1	-10	-4	23	4	i	4	-2	-1	5	1
O=C(Nc1ccccc1F)N1CCCC1c1cccnc1 (stereo unspecified)	1	-3	11	-1	i	-6	4	2	17	1
CCCC(C)NC(=O)C1c2ccccc2Oc2ccccc21 (stereo unspecified)	-14	-61*	27	0	i	-67	1	-4	-2	8
CC(Sc1ccccn1)C(=O)Nc1ccc(S(N)(=O)=O)cc1 (stereo unspecified)	8	-1	17	-3	i	9	-2	2	9	-4
O=C(COC(=O)c1cc(=O)[nH]c2ccccc12)c1ccccc1	-6	-8	19	-1	nt	-7	0	2	7	4
COc1cc(-c2n[nH]c(=S)n2Cc2ccccc2)cc(OC)c1OC	-22	2	32	3	i	-1	-1	0	13	-3
O=C(CSc1nc(-c2ccco2)cc(C(F)(F)F)n1)Nc1cccnc1	12	nt	12	-3	i	nt	4	1	-14	29*
N#C/C(=C(/O)c1ccc(Br)s1)c1nc2ccccc2[nH]1	8	-3	10	-1	i	4	-3	3	-53	34*
Cc1ccc(C(=O)COc2ncnc3cc(Cl)ccc23)cc1	-14	19	8	-2	i	29	0	1	-76	-8

Source: PubChem (several laboratories)
